S100A4 inh HTS = blocks human S100A4 binding to myosin IIA peptide | P26447 | S100A4/TAMRA-MyoIIA peptide fluorescence polarization | inhibition, % at 10.7 µM | 360,000 compounds, 0.14% hits | AID 652163;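 active = mean inhibition of at least 70% across replicates, with every replicate also reaching that level; inconclusive = mean inhibition reaches 70% but some replicates fall short; inactive = mean inhibition below 70%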
Target sequence (P26447 whole entry, looked up): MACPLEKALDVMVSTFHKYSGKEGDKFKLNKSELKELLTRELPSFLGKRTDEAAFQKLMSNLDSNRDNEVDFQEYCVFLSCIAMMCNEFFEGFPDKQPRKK
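Material: S100A4 monomer protein / Buffer or medium: 50 mM HEPES pH 7.2, 10 mM CaCl2, 100 mM KCl / Times: 5 min incubation before reading / Benchmarks: neutral control DMSO, positive control TFP / Reagent: labelled myosin peptide probe, 5 nM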
esBAF inh = inhibitors of esBAF chromatin remodeling in mouse ES cells; Bmi1-luciferase knock-in reporter, 24 h; 100% = twice the neutral-well signal; reporter increase, % at 12.5 µM; AID 602393; 350,000 compounds, 2% hits; in the data active = activation above about 40%; inconclusive = no clear call, values can overlap the other calls;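 note: 0% = median of the plate's neutral control wells and 100% = double that signal; a rise in the Bmi1 reporter signal indicates esBAF inhibition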
E-sel inducer = induces E-selectin expression in human endothelial cells; P16581; HUVEC E-selectin immunofluorescence imaging; normalized: neutral wells 0, TNF-alpha wells 100; activation, % at 7.58 µM; 260,000 compounds, 0.37% hits;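 active = mean E-selectin-positive cell signal at least 10% of the positive control, reached in at least 60% of replicates, without over 20% cell loss; inconclusive = no rule given, readout overlaps actives, possibly toxicity-flagged; inactive = the rest, including those meeting only one limit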;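 note: in these data hits start at about 27%; measured in HUVEC primary endothelial cells; signal is the percent of cells scored E-selectin positive by PE staining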
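System: HUVEC / Compound: single concentration / Signal: immunofluorescence imaging / Read-out: percent E-selectin-positive cells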
RAD54 branch = RAD54 (human) branch migration inhibition | RAD54 Holliday junction branch migration, FAM/BHQ fluorescence | inhibition, % at 10.4 µM | Q92698 | 360,000 compounds, 0.14% hits;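 active = mean normalized replicate activity at least 40 and at least half of replicates scoring 40 or more; inconclusive = only one of the two criteria met; inactive = mean below 40 and under half of replicates reaching 40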;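 note: 0% = median of neutral control wells and 100% = median of positive control wells; inhibitors cause a drop in the FAM fluorescence signal; in these data hits start at about 50%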
XiGFP reactiv = activators of X-chromosome reactivation in mouse fibroblasts; XiGFP mouse fibroblasts, % GFP-positive cells imaging, 3 d; cells co-treated with 5-aza-dC sensitizer; scaled so ellipticine positive control = 100%; activation, % at 7.58 µM; 360,000 compounds, 0.055% hits; AID 743238;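 active = mean normalized replicate activation at least 10% and every replicate at or above 10%; inconclusive = only one of the two criteria met; inactive = mean below 10% and not all replicates reach 10%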;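 note: 0% = median of on-plate neutral control wells and 100% = ellipticine 6 µM median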
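System: XiGFP fibroblasts, SV40-immortalized. Medium: DMEM plus 5-aza-dC sensitizer. Doses: single point. Timing: 3 d treatment, 15 min room-temperature fixation. Control set: ellipticine 6 µM.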
EWS-Fli block = blocks EWS/Fli oncoprotein-driven transcription. 350,000 compounds, 0.67% hits. inhibition, % at 12.6 µM. A673 NR0B1-luciferase reporter, viability-normalised;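 active = mean inhibition of at least 50% after viability correction, with every replicate also passing that limit; inconclusive = mean reaches 50% but only one of two replicates passes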;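 note: firefly luciferase signal divided by Alamar Blue viability fluorescence both relative to DMSO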
RAD52 anneal inh = inhibitors of human RAD52 DNA annealing; P43351; 360,000 compounds, 0.46% hits; inhibition, % at 18.7 µM; recombinant RAD52 DNA annealing, FRET fluorescence; AID 651710;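 active = every replicate showing at least 50% inhibition; inconclusive = mean inhibition at least 50% but not in every replicate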
Target sequence (P43351 whole entry, looked up): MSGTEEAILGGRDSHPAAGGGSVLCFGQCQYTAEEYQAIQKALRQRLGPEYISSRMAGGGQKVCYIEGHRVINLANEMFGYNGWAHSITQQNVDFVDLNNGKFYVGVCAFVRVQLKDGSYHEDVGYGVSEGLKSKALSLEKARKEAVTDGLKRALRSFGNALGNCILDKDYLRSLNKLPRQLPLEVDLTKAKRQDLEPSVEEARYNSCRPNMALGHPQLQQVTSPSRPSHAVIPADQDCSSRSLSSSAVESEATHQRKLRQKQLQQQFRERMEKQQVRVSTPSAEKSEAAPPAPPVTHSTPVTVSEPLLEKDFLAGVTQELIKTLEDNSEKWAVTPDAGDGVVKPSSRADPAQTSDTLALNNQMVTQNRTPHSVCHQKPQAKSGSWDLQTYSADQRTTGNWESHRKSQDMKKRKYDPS
FN deposit inh = fibronectin deposition inhibition. AH1F fibroblasts, Alexa488-fibronectin deposition fluorescence, overnight. inhibition, % at 12.6 µM. 350,000 compounds, 0.086% hits. AID 743247;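 active = mean inhibition across replicates of 30% or more, regardless of how many single replicates reach that level; inconclusive = mean under 30% yet at least half of replicates reach 30%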;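 note: positive control wells lacked labelled fibronectin entirely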
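Measured by – fluorescence 485/525 nm · System – AH1F fibroblast monolayer, labelled fibronectin deposition · Amount – 10000 cells per well · Buffer or medium – serum-reduced DMEM (2% serum) · Doses – single dose, pinned · Also added – fluorescent fibronectin at 24 nM final · Schedule – 1 h cell attachment, overnight exposure to compound and label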
* = called active by the depositor; ? = inconclusive; . = no result given; & = joins results of further samples.

compound | XiGFP reactiv | EWS-Fli block | FN deposit inh | esBAF inh | S100A4 inh HTS | RAD54 branch | E-sel inducer | RAD52 anneal inh
Oc1c(Br)cc(/C=N/NC(=S)NCc2ccco2)cc1Br | 0.1 | 13 | -2 | . | -1 | . | -0.1 | -24
Cc1nn2c3c(cnc2c1-c1ccccc1)C(=O)CC(c1ccco1)C3 (stereo unspecified) | . | . | 1 | 7 | . | -9 | -2.5 | .
CCOC(=O)CN1C(=O)CC(c2ccccc2)C1=O (stereo unspecified) | -0.1 | 7 | 1 | -3 | -2 | -10 | 0.2 | 3
COc1ccc(C2CC(c3ccc(F)cc3)Nc3nc(N)nn32)cc1OC (stereo unspecified) | 0.2 | 3 | -4 | -4 | -3 | 4 | 0.7 | -6
O=C(Nc1nc(-c2ccccc2)c(-c2ccccc2)o1)c1ccc(F)cc1 | . | . | 0 | 5 | . | 5 | -1.7 | .
C#CCOCCOCCOCCNc1nc(N2CCN(C(=O)C([C@@H](C)CC)n3cc(C(N)COC(=O)C(F)(F)F)nn3)CC2)nc(N2CCN(C(=O)[C@H](CCC(=O)O)n3cc(C(N)CC(C)C)nn3)CC2)n1 (stereo partly specified) | 0.0 | 1 | -17 | . | -2 | . | -0.1 | -9
CCN(CC(=O)NCc1ccc(Cl)cc1)C(=O)NCc1ccc(Cl)cc1 | 0.0 | -4 | 0 | -7 | 4 | -7 | -0.1 | -1
CCS(=O)(=O)c1nc(S(=O)(=O)c2ccc(Cl)cc2)c(NCCCN2CCCC2=O)s1 | 0.1 | 0 | 3 | -5 | 5 | -3 | 1.1 | -3
COCCCN1C(=O)C(=O)/C(=C(/O)c2ccc(OC)cc2)C12C(=O)N(C)c1ccccc12 (stereo unspecified) | 0.3 | -4 | -6 | 1 | 3 | 4 | 0.9 | -19
O=C(CCCC(=O)N1CCN(c2ccc([N+](=O)[O-])cc2)CC1)c1ccccc1 | 0.1 | -3 | 0 | . | 2 | . | . | -16
O=C(C1CCC1)N1CC[C@@H]2[C@H]1c1cc(C#Cc3ccc(F)cc3)ccc1N[C@@H]2CO | 0.0 | 11 | 16 | . | 10 | . | 2.9 | -1
COc1ccccc1COCC(O)CN1CCCCC1CO (stereo unspecified) | 0.2 | 7 | 7 | -18 | -15 | -1 | 0.0 | -10
CCOc1cccc(/C=N/Nc2nc(N3CCCC3)nc(N3CCCC3)n2)c1O | -0.1 | 13 | 7 | . | 1 | -9 | . | -16
Cc1cc(C(=O)N/N=C/c2ccc([N+](=O)[O-])cc2)c(C)o1 | 0.0 | -46 | . | 28 | -32 | . | . | -10
CCCNC(=O)N1[C@H](CO)[C@@H]2c3ccccc3N(C(=O)Nc3cccc(F)c3)C[C@@H]21 | 0.2 | -4 | . | -4 | -16 | -3 | -0.1 | 13
S=C(Nc1ccc(Br)cc1Cl)NN1CCOCC1 | 0.0 | 2 | -9 | 10 | -7 | 3 | ? | -21
O=C(CSc1nnc(Nc2ccccc2F)s1)NC1CCCC1 | 0.4 | -32 | 0 | 33 | -13 | 0 | 2.9 | -12
CCC1CCCCN1CCCNC(=O)Cn1ncc2c(C)n(Cc3ccccc3Cl)c(C)c2c1=O (stereo unspecified) | 0.3 | 0 | -8 | 18 | -1 | -1 | -0.1 | -2
CC(Oc1ccccc1Cl)C(=O)Nc1ccc(S(=O)(=O)N2CCCC2)cc1 (stereo unspecified) | 0.0 | 8 | -3 | . | 4 | . | 0.3 | -1
CCCNC(=O)C[C@H]1CC[C@@H]2[C@@H](COc3ccc(NC(=O)c4cc(C)on4)cc3C(=O)N2C)O1 | 0.9 | 11 | -5 | -8 | 3 | -8 | 0.1 | -6
CN(c1ccc(OCC(=O)N2CCOCC2)cc1)S(=O)(=O)c1ccc(F)cc1 | 0.4 | -9 | 5 | -5 | -2 | . | 0.3 | -17
CC(C)[C@H](NC(=O)N1c2ccccc2NC(=O)[C@@H]1C(C)C)C(=O)N[C@H](Cc1ccccc1)C(=O)O | . | -9 | . | 2 | 2 | -12 | . | 1
COc1ccccc1NC(=O)C(C)OC(=O)c1cccc(-n2cnnn2)c1 (stereo unspecified) | -0.1 | 0 | 5 | 1 | 1 | -3 | . | 3
COc1cccc(S(=O)(=O)N[C@@H]2C=C[C@H](CC(=O)NCc3ccc(F)cc3)O[C@H]2CO)c1 | 0.4 | -13 | -5 | 0 | 3 | -6 | 0.4 | 6
Cc1onc(-c2c(F)cccc2Cl)c1C(=O)O/N=C(\N)c1ccc([N+](=O)[O-])o1 | 0.2 | -40 | 5 | . | 11 | -3 | 3.4 | -4
CCN(C[C@H]1N[C@H](CO)[C@H]1c1ccc(C2=CCCC2)cc1)C(=O)c1ccncc1 | 0.1 | -1 | . | 1 | -2 | -3 | 0.5 | -31
COc1cc([C@@H]2[C@H]3CN(C)CC=C3C(C#N)=C(N)C2(C#N)C#N)cc2c1OCO2 | 0.2 | 3 | 3 | -2&-7 | -4 | -27 | 0.0 | -143
CCN(C[C@H]1N[C@@](C)(C(=O)OC)[C@H]2C(=O)N(C)C(=O)[C@@H]12)S(=O)(=O)c1ccc(OC(F)(F)F)cc1 | 0.0 | 1 | 19 | 2 | -4 | -1 | . | -4
COc1cccc(S(=O)(=O)N[C@H]2CC[C@@H](CCn3cc(-c4ccccc4OC)nn3)O[C@H]2CO)c1 | 0.0 | 7 | 2 | 5 | 0 | 0 | -0.2 | -9
COc1ccc(Oc2cn[nH]c2-c2ccc(OCC(=O)NN)cc2O)cc1 | -0.1 | 17 | -14 | -7 | 16 | -7 | . | -5
CCN(CC)c1ccc(/C=N/NC(=O)CNC(=O)/C=C/c2ccco2)cc1 | 0.2 | -1 | -2 | 0 | -4 | 2 | . | -10
O=c1[nH]c(-c2ccco2)nc2sc3c(c12)CCCC3 | 0.1 | 1 | -21 | . | 11 | . | . | -18
Cc1ccc(CCNC(=O)C(C)n2nc(C)c3c(C)n(-c4ccccc4)nc3c2=O)cc1 (stereo unspecified) | 0.0 | -1 | -6 | 2 | 1 | 3 | . | -3
O=C(NCCS(=O)(=O)N1CCCCC1)c1ccc2c(c1)OCO2 | -0.1 | 1 | -2 | 11 | 3 | -1 | -1.4 | 0
Cc1cc(Br)cn2c(Cc3ccccc3)c(-c3ccc(Cl)cc3)nc12 | -0.1 | -6 | 8 | . | -6 | . | 0.2 | -39
C[C@]12C=CC(=O)C=C1CC[C@@H]1[C@@H]2[C@@H](O)C[C@@]2(C)[C@H]1CC[C@]2(O)C(=O)COC(=O)CCC(=O)NCCc1ccc(O)cc1 | -0.1 | 3 | 0 | 25 | -1 | -2 | 0.0 | -11
O=C(COC(=O)c1ncc(Cl)c(Cl)c1Cl)Nc1ccc(Cl)cn1 | 0.3 | 11 | -3 | -9 | -2 | . | 5.5 | -26
CCCNC(=O)Nc1ccc2c(c1)OC[C@H](C)NC[C@H](C)[C@@H](OC)CN(C)C2=O | 0.0 | 0 | 0 | 3 | . | 7 | -0.1 | .
O=C(CSc1nnc(NC(=O)c2ccc(F)cc2)s1)NC1CC1 | 0.0 | -55 | -2 | 16 | -2 | 1 | 0.1 | -5
N#CCCn1cc(/C=N/O)c(-c2cccc([N+](=O)[O-])c2)n1 | 0.0 | -3 | -7 | . | -23 | . | 1.2 | -16
Cn1c(=O)c2nc(SCCO)n(C)c2n(C)c1=O | -0.1 | 0 | 7 | 1 | -2 | 3 | -0.2 | -5
Cc1ccccc1S(=O)(=O)N(C)C[C@@H]1OCc2ccccc2-c2c(n(C)c3ccccc23)C(=O)N([C@H](C)CO)C[C@H]1C | -0.1 | 1 | -3 | -9 | . | . | -0.6 | .
COc1ccc(CC(=O)N2CCN(S(=O)(=O)c3cc(Cl)ccc3Cl)CC2)cc1 | 0.0 | 9 | -17 | -4 | 11 | 0 | -0.1 | -3
CS(=O)(=O)c1ccc(-c2csc(-c3cccnc3)n2)cc1 | 0.0 | -38 | -6 | 29 | -3 | -2 | -0.1 | -15
CCC(=O)N1CCC1(C)C(=O)Nc1ccc2c(c1)OCO2 (stereo unspecified) | 0.4 | -2 | 8 | 7 | 0 | -6 | -0.1 | 0
Cc1cc(S(N)(=O)=O)c(N)c(S(N)(=O)=O)c1 | 0.0 | 0 | 2 | -12 | -11 | 3 | -0.3 | -14
CCOC(=O)CSc1nc2nc(C)cc(C)n2n1 | 0.0 | -2 | 4 | 1 | 4 | -1 | 0.1 | -5
CN(C)S(=O)(=O)c1ccc(NC(=O)CN2CCCc3ccccc32)cc1 | 0.2 | -7 | . | 0 | -8 | -5 | . | -10
COC(=O)C[C@@H]1C[C@H]2c3cc(NC(=O)Nc4ccc(C(F)(F)F)cc4)ccc3O[C@H]2[C@H](CO)O1 | 0.1 | -16 | 8 | 0 | 10 | 2 | 0.5 | -4
Cc1ccc(-c2ccc([C@H]3[C@@H](CO)N4C(=O)CN(C(=O)c5ccccc5)C[C@@H]34)cc2)cc1 | 0.1 | -14 | . | . | 14 | . | -0.2 | -5
Cc1cccc(OC2CCN(Cc3c(C(=O)N4CCCC4)nc4ccccn34)CC2)c1 | 0.1 | 15 | . | . | 5 | . | . | -5
O=C(Nc1nc2c(F)cc(F)cc2s1)C1COc2ccccc2O1 (stereo unspecified) | -0.1 | -55 | -16 | . | 0 | -10 | . | -29
Nc1nnc(SCC(=O)N2CCc3ccccc3C2)s1 | 0.0 | 7 | 3 | 7 | 4 | 9 | 4.6 | -12
O=C(Nc1cccc(-c2nn[nH]n2)c1)c1ccc(Br)s1 | 0.2 | 1 | . | -6 | -1 | -6 | -0.5 | -17
CN(C)C(=O)COc1ccc(S(=O)(=O)c2ccc(OCC(=O)N(C)C)cc2)cc1 | 0.2 | -10 | 0 | -1 | 1 | -4 | . | -2
Oc1ccccc1/C=N/n1c(-c2ccccc2)n[nH]c1=S | 0.2 | 4 | 4 | -3 | -6 | -2 | . | -16
Cn1cnc(S(=O)(=O)N2CCCCN3[C@H](CO)[C@@H](c4ccc(C#CC5CC5)cc4)[C@H]3C2)c1 | . | -9 | . | . | 2 | -2 | . | -9

Single values from the list:
Value for CN(C)C(=O)COc1ccc(S(=O)(=O)c2ccc(OCC(=O)N(C)C)cc2)cc1 in S100A4 inh HTS: 1
Value for O=C(Nc1nc2c(F)cc(F)cc2s1)C1COc2ccccc2O1 (stereo unspecified) in FN deposit inh: -16

High-throughput results (PubChem BioAssay)
